Source: PubChem
LYPLA2 counter: LYPLA2 inhibitors, primary screen, counter-screen for PME1 inhibitor project, biochemical, fluorescence polarization, FP-Rh probe ABPP; Acyl-protein thioesterase 2 (Homo sapiens), O95372; inhibition, % at 5.9 µM; recombinant LYPLA2; 320,000 tested, 0.38% active;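 active = inhibition above the screen-wide mean plus 3 SD, limit set per campaign, cut at about 26% in these data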;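 note: 0% = LYPLA2 with DMSO and 100% = wells lacking LYPLA2 enzyme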
Target sequence (O95372 whole entry, looked up): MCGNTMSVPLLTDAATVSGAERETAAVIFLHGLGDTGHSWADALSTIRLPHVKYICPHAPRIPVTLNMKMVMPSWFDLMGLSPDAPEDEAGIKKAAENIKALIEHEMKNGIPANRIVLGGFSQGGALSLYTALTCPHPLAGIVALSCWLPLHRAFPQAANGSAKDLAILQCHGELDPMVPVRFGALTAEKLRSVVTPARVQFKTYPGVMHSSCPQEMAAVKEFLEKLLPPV
PAD4 FP inh: human PAD4 inhibitors, primary screen, biochemical, fluorescence polarization, 1536-well format; Protein-arginine deiminase type-4 (Homo sapiens), Q9UM07; recombinant PAD4, RCA probe fluorescence polarization; inhibition, % at 6.36 µM; 330,000 tested, 0.41% active; AID 485272, 2010;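 active = percent inhibition above a cutoff equal to the mean of all tested compounds plus 3 SD, cut at about 15% in these data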;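 note: 0% = PAD4 with RCA probe and DMSO and 100% = probe without PAD4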
PAFAH1B2 inh: PAFAH1B2 enzyme inhibitors, primary screen, biochemical, fluorescence polarization, human; inhibition, % at 3.39 µM; recombinant PAFAH1B2, FP-rhodamine activity probe; 340,000 tested, 1.2% active; Platelet-activating factor acetylhydrolase IB subunit alpha2 (Homo sapiens), P68402;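 active = inhibition above the mean of all tested compounds plus 3 SD, cut at about 24% in these data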;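 note: 0% = enzyme with DMSO and 100% = wells lacking PAFAH1B2; many of its hits are not listed in these tables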
LYPLA1 inh: LYPLA1 inhibitors, primary screen, counter-screen for PME1 inhibitor project, biochemical, fluorescence polarization, FP-Rh probe ABPP; Acyl-protein thioesterase 1 (Homo sapiens), O75608; recombinant LYPLA1; inhibition, % at 5.9 µM; 320,000 tested, 0.16% active;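 active = inhibition above the mean of all tested compounds plus 3 SD, set per campaign, cut at about 14% in these data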;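 note: inhibitors block serine hydrolase probe labeling of LYPLA1 so polarization falls; 0% = enzyme with DMSO and 100% = wells lacking LYPLA1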
Target sequence (O75608 whole entry, looked up): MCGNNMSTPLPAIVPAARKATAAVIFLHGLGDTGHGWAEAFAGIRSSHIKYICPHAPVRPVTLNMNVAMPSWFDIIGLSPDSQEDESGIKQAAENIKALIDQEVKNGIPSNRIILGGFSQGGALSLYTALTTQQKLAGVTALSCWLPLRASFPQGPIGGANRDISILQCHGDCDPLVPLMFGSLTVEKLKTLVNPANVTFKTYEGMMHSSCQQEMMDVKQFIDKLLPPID
PAFAH1B3 FP inh: PAFAH1B3 enzyme inhibitors, primary screen, biochemical, fluorescence polarization, human; Platelet-activating factor acetylhydrolase IB subunit alpha1 (Homo sapiens), Q15102; recombinant PAFAH1B3, FP-rhodamine probe; inhibition, % at 3.39 µM; 340,000 tested, 0.28% active;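 active = inhibition above the screen-wide average of all tested compounds plus 3 SD, cut at about 25% in these data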;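 note: 0% = enzyme with DMSO only and 100% = wells lacking PAFAH1B3 protein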
GSTO1 inh: inhibitors of recombinant GSTO1, primary screen, counter-screen for RBBP9 inhibitor project, biochemical, fluorescence polarization; inhibition, % at 5.96 µM; 300,000 tested, 1.1% active; activity-based probe fluorescence polarization; AID 1974, 2009; Glutathione S-transferase omega-1 (Homo sapiens), P78417;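 active = inhibition above the campaign mean inhibition plus 3 SD, cut at about 35% in these data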;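 note: 0% = GSTO1-1 with DMSO and 100% = wells lacking GSTO1-1 enzyme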
Target sequence (P78417 whole entry, looked up): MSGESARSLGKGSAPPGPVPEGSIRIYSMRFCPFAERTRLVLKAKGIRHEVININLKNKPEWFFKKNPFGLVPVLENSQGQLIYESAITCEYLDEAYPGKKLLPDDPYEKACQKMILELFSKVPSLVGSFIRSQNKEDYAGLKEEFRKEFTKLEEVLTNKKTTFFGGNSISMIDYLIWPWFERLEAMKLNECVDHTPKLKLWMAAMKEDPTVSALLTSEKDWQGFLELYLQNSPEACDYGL
PAFAH2 inh: PAFAH2 enzyme inhibitors, primary screen, biochemical, fluorescence polarization, human; Platelet-activating factor acetylhydrolase 2, cytoplasmic (Homo sapiens), Q99487; recombinant PAFAH2, FP-rhodamine activity probe; inhibition, % at 3.39 µM; 340,000 tested, 0.99% active;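 active = inhibition above the mean over all tested compounds plus 3 SD, cut at about 30% in these data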;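 note: inhibitors block probe labeling of enzyme so polarization drops; 0% = enzyme with DMSO and 100% = wells lacking PAFAH2 protein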
pPAFAH FP inh: pPAFAH enzyme inhibitors, primary screen, biochemical, fluorescence polarization, human | recombinant pPAFAH, FP-rhodamine probe fluorescence polarization | inhibition, % at 3.39 µM | 330,000 tested, 1.5% active;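 active = inhibition above the mean inhibition across the screen plus 3 SD, cut at about 25% in these data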;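 note: inhibitors block binding of the rhodamine activity-based probe so polarization drops; 0% = enzyme with DMSO and 100% = wells lacking pPAFAH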
PME-1 primary: PME-1 inhibitors via competitive probe labeling, primary screen, biochemical, fluorescence polarization, FP-Rh probe, HTS. Protein phosphatase methylesterase 1 (Homo sapiens), Q9Y570. recombinant PME-1. inhibition, % at 5.9 µM. 320,000 tested, 0.53% active. AID 2130, 2009;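 active = inhibition above the campaign mean of all compounds plus 3 SD, cut at about 26% in these data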;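 note: competitive labeling of PME-1 active site by serine hydrolase directed probe; 0% = PME-1 with DMSO and 100% = wells lacking PME-1 enzyme; inhibitors block probe labeling so polarization falls and inhibition rises; many of its hits are not listed in these tables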
Target sequence (Q9Y570 whole entry, looked up): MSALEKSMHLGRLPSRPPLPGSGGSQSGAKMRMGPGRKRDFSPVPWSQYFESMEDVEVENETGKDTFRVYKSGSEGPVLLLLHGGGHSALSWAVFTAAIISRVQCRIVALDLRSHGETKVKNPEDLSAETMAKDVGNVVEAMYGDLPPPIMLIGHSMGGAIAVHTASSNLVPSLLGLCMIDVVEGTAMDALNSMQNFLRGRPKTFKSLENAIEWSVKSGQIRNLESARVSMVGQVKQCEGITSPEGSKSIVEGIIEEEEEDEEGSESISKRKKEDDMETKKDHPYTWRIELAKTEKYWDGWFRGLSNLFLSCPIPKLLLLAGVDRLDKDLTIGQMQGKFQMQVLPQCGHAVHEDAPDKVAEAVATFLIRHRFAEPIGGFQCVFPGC
Numbers without * were called inactive; x = no result given. Only part of the results is shown. The share of hits here may be higher or lower than overall.

Sequence of screens: LYPLA2 counter	PAD4 FP inh	PAFAH1B2 inh	LYPLA1 inh	PAFAH1B3 FP inh	GSTO1 inh	PAFAH2 inh	pPAFAH FP inh	PME-1 primary
C=CCN(c1ccc(OC)cc1)S(=O)(=O)c1ccc(Cl)c(C(=O)OCC(=O)NC2CC2)c1
    -2.5	-3.1	12.1	0.4	3.1	11.3	19.5	-0.3	-1.7
COCCN1CCN(Cc2cn[nH]c2-c2cc3ccccc3o2)CC1
    1.6	-2.2	0.5	-2.6	2.1	2.1	3.1	3.9	2.8
CCCC(=O)N/C(N)=N/c1nc2ccccc2o1
    -0.6	-0.8	1.7	-4.0	2.2	-5.7	4.5	0.7	-2.8
COc1cccc(NC(=O)CNC(=O)c2ccc(C)cc2)c1
    -5.3	-4.6	-4.4	-2.7	3.1	-0.1	-1.3	1.0	-4.5
CCN(CC)S(=O)(=O)c1ccc(NC(=O)CCC2CCCCC2)cc1
    -12.0	-1.9	5.5	-7.0	-1.2	-112.5	1.6	11.2	-12.1
Cn1c(=O)cc(SCC(=O)Nc2ccc3c(c2)OCO3)c2ccccc21
    -1.4	-3.2	6.1	0.6	5.3	-0.5	-3.6	4.1	2.9
COC(=O)c1ccc(NC(=S)NCCc2ccccc2C)cc1
    -1.6	3.1	6.2	-3.5	-5.7	-13.8	-17.2	0.4	-3.3
COc1ccc(N(C(C)C(=O)Nc2ccc(S(=O)(=O)N3CCOCC3)cc2)S(C)(=O)=O)cc1 (stereo not given)
    -3.0	-5.4	4.9	0.4	2.4	3.2	-2.8	3.4	4.6
CCSc1ccc2nnc(-c3cccc(F)c3)n2n1
    3.1	-1.1	7.2	-0.1	5.7	2.2	10.4	-1.9	-1.6
Cc1c(Cl)c([N+](=O)[O-])nn1CCCC(=O)Nc1cccc(O)c1
    3.9	-3.6	-1.0	-1.9	1.8	4.1	-0.6	-3.0	5.5
O=C(CSc1ncnc2c1oc1ccccc12)Nc1ccccc1F
    3.9	-1.3	-0.1	3.4	-3.1	1.9	-0.3	0.6	-1.1
O=C(Nc1ccccc1Cl)C1C(c2ccccc2)C1(Cl)Cl (stereo not given)
    -7.7	-3.0	-1.5	-3.9	2.1	-7.0	-2.0	7.0	1.4
CC(C)c1nnc(NC(=O)C2CCCN2C(=O)Nc2ccccc2[N+](=O)[O-])s1 (stereo not given)
    1.3	-1.4	-0.6	-0.7	-2.4	2.8	-3.3	4.5	2.8
C(=N\Nc1nc2ccccc2s1)/c1ccco1
    8.2	-5.5	-1.2	1.1	-4.1	3.2	3.5	3.8	18.6
CCCN(CCC)Cc1c(C(=O)N/N=C/c2c[nH]c3ccccc23)nnn1-c1nonc1N
    -7.4	-2.2	8.5	-13.1	7.2	12.4	11.9	6.9	14.7
Cc1c(Cl)cc(-n2cnnn2)cc1[N+](=O)[O-]
    3.4	1.0	0.7	1.0	5.9	9.6	-1.4	12.3	4.1
CC(C)(C)OC(=O)NCCc1nnc(SCc2ccc(Cl)cc2Cl)o1
    -1.7	-6.3	12.9	-3.9	9.2	5.0	-6.1	6.1	-0.2
N#Cc1cccc(NC(=O)CSc2ccc3c4c(cccc24)C(=O)c2ccccc2-3)c1
    1.1	6.7	29.8*	-0.8	27.4*	36.2*	35.9*	23.4	9.6
C=CC[C@@H](CC(=O)N[C@@H](CO)Cc1ccccc1)C(=O)N[C@H](COC(=O)[C@@H](CC=C)Cc1ccc(F)cc1)C(C)(C)C
    x	0.7	2.8	x	4.7	x	3.9	0.5	x
Cc1ccccc1Cn1c(-c2ccc(=O)[nH]c2)nc2ccccc21
    -0.2	0.3	5.1	-0.1	8.6	5.2	-2.6	3.3	-3.4
Cc1cccc(OCCCC(=O)O)c1
    -4.5	1.2	3.8	-0.6	-0.3	2.1	-10.9	-1.0	-5.7
CC(C)(C)OC(=O)N1CCN(c2ccc([N+](=O)[O-])cc2)CC1
    4.7	0.2	5.9	4.3	7.5	6.4	5.3	3.8	-1.2
O=C(c1cnn(-c2cccc(F)c2)c1)c1ccccc1O
    1.9	-2.9	-1.7	-3.8	6.9	-5.9	-4.7	0.2	-9.6
Cc1c(C(=O)N(C)C(C)c2ccncn2)oc2c(F)cccc12 (stereo not given)
    -5.8	-0.5	0.1	-2.5	6.3	4.4	-4.0	2.7	2.7
O=C(Cn1nc(-c2ccc(Cl)cc2)ccc1=O)NCc1ccc2c(c1)OCO2
    5.0	2.8	-8.4	-3.9	-3.6	-12.2	1.0	-1.7	-2.2
O=S(=O)(c1cccc(F)c1)N1CCc2sccc2C1c1ccc(OC(F)(F)F)cc1 (stereo not given)
    -3.6	0.9	x	-3.7	x	1.9	x	4.4	-6.8
Cc1ccc(S(=O)(=O)Nc2ccc(C(=O)N3CCN(c4ccccc4O)CC3)cc2)cc1[N+](=O)[O-]
    -1.6	0.5	1.4	-1.1	-2.7	-3.0	9.8	16.2	6.5
O=C(NCc1cccs1)C1CCN(c2ccc(S(=O)(=O)N3CCOCC3)cc2Cl)CC1
    7.0	-4.6	2.3	2.8	1.0	-2.1	7.2	1.5	2.1
O=C(CSc1nccc(-c2cccs2)n1)Nc1cccc(Cl)c1Cl
    -8.4	0.1	2.9	-5.8	3.7	-5.8	0.3	-8.4	-6.3
O=[N+]([O-])c1ccc2oc(-c3ccccc3)nc2c1
    4.9	-4.8	5.6	2.1	4.7	8.8	-0.2	5.5	0.4

Arranged by the number under PAD4 FP inh (highest first): some entries from above.
| Compound | PAD4 FP inh | PAFAH1B2 inh | PAFAH1B3 FP inh | PAFAH2 inh | pPAFAH FP inh | PME-1 primary |
| --- | --- | --- | --- | --- | --- | --- |
| O=C(Cn1nc(-c2ccc(Cl)cc2)ccc1=O)NCc1ccc2c(c1)OCO2 | 2.8 | -8.4 | -3.6 | 1.0 | -1.7 | -2.2 |
| Cc1ccccc1Cn1c(-c2ccc(=O)[nH]c2)nc2ccccc21 | 0.3 | 5.1 | 8.6 | -2.6 | 3.3 | -3.4 |
| CC(C)(C)OC(=O)NCCc1nnc(SCc2ccc(Cl)cc2Cl)o1 | -6.3 | 12.9 | 9.2 | -6.1 | 6.1 | -0.2 |

Remaining list, next part.
Sequence of screens: LYPLA2 counter	PAD4 FP inh	PAFAH1B2 inh	LYPLA1 inh	PAFAH1B3 FP inh	GSTO1 inh	PAFAH2 inh	pPAFAH FP inh	PME-1 primary
O=C(N/N=C/c1ccc[nH]1)c1ccccc1[N+](=O)[O-]
    -0.9	-0.7	2.8	-1.0	-1.9	0.0	-5.5	-0.4	-0.3
O=C(NCc1cccnc1)C1CC(=O)N(CCc2ccccc2)C1 (stereo not given)
    5.4	2.8	-0.8	3.0	7.4	-1.2	5.2	2.1	5.6
COc1cccc(-c2nnc3n2N=C(c2cccc(Br)c2)CS3)c1
    1.1	0.1	4.8	2.1	8.6	3.6	-10.7	4.4	3.1
COc1cc(NC(=O)c2ccnc(N)c2)cc(C(=O)Nc2cccc(C(F)(F)F)c2)c1
    -63.0	-5.4	-3.5	-31.5	-5.1	-25.7	-18.5	-7.0	-41.6
COc1ccc2cnnc(SCC(=O)Nc3ccc(C(C)=O)cc3)c2c1OC
    1.3	0.6	-0.3	2.0	2.6	-7.2	7.8	7.7	7.0
Cc1nc(Cl)c(C(=O)NC(C)(C)C)c(C)c1Cl
    6.8	1.7	0.8	5.2	1.0	1.4	-0.8	0.7	3.6
Cc1ccnc(SCC(=O)c2ccc(Br)s2)n1
    2.1	-0.1	-0.8	-3.7	0.7	1.5	-3.5	4.0	-11.4
Cc1cc(C)nc(SCc2ccc(C(=O)N/N=C/c3ccccc3C(=O)O)cc2)n1
    -0.8	-5.0	0.5	-2.2	3.6	-3.7	-0.3	6.4	-8.3
C[C@@]12CC[C@H]3OC(=O)C=C3C1CC[C@@]13CC(CCC12)[C@](CO)(O[C@H]1O[C@H](CO)[C@@H](O)[C@H](O)[C@H]1O)C3 (stereo not given in full)
    2.5	3.9	0.5	1.3	10.1	0.4	0.1	6.9	-8.8
Cc1ccc(-c2nnn(CC(=O)N(c3ccccc3F)C(C(=O)NCC3CCCO3)c3c[nH]c4ccccc34)n2)cc1 (stereo not given)
    -7.5	0.0	-2.0	-6.6	2.1	-6.3	-4.2	-5.5	-8.9
Cc1nc(N[C@@H](Cc2c[nH]c3ccccc23)C(=O)O)c2oc3ccccc3c2n1
    5.9	-2.8	x	-3.4	x	-18.0	x	3.7	7.0
CC1=C(C)CC(C(=O)NNC(=O)c2cccc(Cl)c2)C(C(=O)O)C1 (stereo not given)
    2.3	2.1	-5.7	-5.0	-2.4	-4.1	-12.5	-2.9	2.5
O=[N+]([O-])c1ccc(OCc2cccc(COc3ccc([N+](=O)[O-])cc3)n2)cc1
    -1.3	-0.4	2.4	-3.4	-3.0	2.3	0.2	-0.5	-10.1
COc1ccccc1OCc1csc(N)n1
    -1.9	-4.1	-1.2	0.6	9.1	-2.6	-2.4	-1.3	-3.8
CC(=O)c1c(C)nc(-c2ccc(Cl)cc2)nc1N=CN(C)C
    -3.5	-3.8	3.5	-3.1	12.2	38.2*	2.2	-3.1	1.0
COc1ccccc1NC(=O)CSc1nnc(COc2ccc(Cl)cc2)n1Cc1ccco1
    -2.5	-3.8	1.6	-3.6	-6.7	-5.5	-3.2	14.0	-4.4
CC(=O)c1cc(NC(=O)c2ccccc2)c(=O)oc1/C=C/N(C)C
    -2.1	-3.2	9.3	-1.1	1.5	-7.5	1.6	20.2	-2.2
Cc1cccc(NC(=O)CN2CCC(C(=O)c3ccc4c(c3)OCCO4)CC2)c1
    1.1	-2.0	4.5	-0.3	3.3	9.2	7.2	-0.3	-2.2
CCO[C@H]1OC(C(=O)NCc2nc3ccccc3[nH]2)=C[C@@H](C2CC2)[C@@H]1CCCO
    -1.8	-4.0	7.3	1.1	2.7	2.9	-0.4	-1.4	-5.0
O=C(Cc1ccccc1F)NCC(=O)Nc1ccccc1Br
    -2.2	-2.1	1.7	-3.7	6.3	-2.4	4.0	2.0	0.9

Among those listed so far, these have a tert-butyl group:
Sequence of screens: LYPLA2 counter	PAD4 FP inh	PAFAH1B2 inh	LYPLA1 inh	PAFAH1B3 FP inh	GSTO1 inh	PAFAH2 inh	pPAFAH FP inh	PME-1 primary
CC(C)(C)OC(=O)NCCc1nnc(SCc2ccc(Cl)cc2Cl)o1
    -1.7	-6.3	12.9	-3.9	9.2	5.0	-6.1	6.1	-0.2
C=CC[C@@H](CC(=O)N[C@@H](CO)Cc1ccccc1)C(=O)N[C@H](COC(=O)[C@@H](CC=C)Cc1ccc(F)cc1)C(C)(C)C
    x	0.7	2.8	x	4.7	x	3.9	0.5	x
CC(C)(C)OC(=O)N1CCN(c2ccc([N+](=O)[O-])cc2)CC1
    4.7	0.2	5.9	4.3	7.5	6.4	5.3	3.8	-1.2
Cc1nc(Cl)c(C(=O)NC(C)(C)C)c(C)c1Cl
    6.8	1.7	0.8	5.2	1.0	1.4	-0.8	0.7	3.6
